# Source: PubChem (National Center for Advancing Translational Sciences (NCATS))
# KB-3-1 cytotox: qHTS assay for MDR1-selective chemotherapeutics: Primary screen using the parental adenocarcinoma cell KB-3-1; 400,000 tested, 1.4% active; Potency, µM (highest dose often 46.1 µM), for inactives: at the top dose activity change, negative = cytotoxic, actives largely listed as cytotoxic; KB-3-1 viability, CellTiter-Glo ATP luminescence, 72 h; also: potency is read from the fitted curve at half-maximal effect; % is scaled to controls: 0 for no effect and ±100 for the full control effect; nearly all actives have a fitted effect of over 60% in size
#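 KB-3-1 parental drug-naive adenocarcinoma cells in DMEM/10% FBS, incubated 72 h at 37 C with pin-transferred compounds across a concentration series. Viability by CellTiter-Glo luminescence; concentration-response curves fitted after normalization.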
# ATXN viability: Viability Counterscreen for Primary qHTS for Inhibitors of ATXN expression; 400,000 tested, 0.49% active; S2 cells (HEK-293 line with an ATXN2-luciferase reporter) viability, CellTiter-Fluor protease fluorescence, 24 h; AID 651635, 2014; Potency, µM (titrated, usually from 56.7 µM), most hits filed as cytotoxic; also: potency is read from the fitted curve at half-maximal effect; nearly all actives have a fitted effect of over 40% in size
# HT1080-NT tox: qHTS for induction of synthetic lethality in tumor cells producing 2HG: qHTS for the HT-1080-NT fibrosarcoma cell line | Potency, µM (series often up to 46.1 µM), for inactives: at the top dose activity, negative = less viability, most hits filed as cytotoxic | 360,000 tested, 1.6% active | HT-1080-NT fibrosarcoma viability, CellTiter-Glo ATP luminescence, 48 h | AID 686970, 2013;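 also: NT is the 2HG producing partner of a matched IDH1 knockdown line; potency is read from the fitted curve at half-maximal effect; 0% = DMSO-treated cells and -100% = media-only wells without cells; nearly all actives have a fitted effect of over 55% in size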
#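 Viability by CellTiter-Glo luminescence after 48 h compound exposure at 37C of HT-1080-NT cells (750/well, RPMI, 5% FBS). % activity scaled between DMSO wells and medium-only wells, then curve-fitted and categorized by curve class.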
# SW480 rerep: A quantitative high throughput screen for small molecules that induce DNA re-replication in SW480 colon adenocarcinoma cells | SW480 DNA re-replication, Hoechst DNA content imaging, 48 h | Potency, µM (highest dose often 46.1 µM), without a hit: at the top dose re-replication activation, actives largely listed as activators | 340,000 tested, 1.8% active | AID 624297, 2012; also: potency is read from the fitted curve at half-maximal effect; % of control where 0% means no effect; nearly all actives have a fitted effect of over 55% in size
#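 Per well, 250 cells were exposed to pinned compound for 48 hr. Nuclear DNA was visualised with Hoechst (40 min, 37 C) and total object intensity recorded by fluorescence scanning.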
# MCF10A rereplic: A quantitative high throughput screen for small molecules that induce DNA re-replication in MCF 10a normal breast cells; Potency, µM (titrated, usually from 46.1 µM), inactives show top-dose activity, positive = re-replication, actives largely listed as activators; 350,000 tested, 2.9% active; MCF 10A DNA re-replication, Hoechst nuclear intensity, 48 h; also: potency is read from the fitted curve at half-maximal effect; % of control where 0% means no effect; nearly all actives have a fitted effect of over 50% in size
# HT1080 IDH1KD tx: qHTS for induction of synthetic lethality in tumor cells producing 2HG: qHTS for the HT-1080-IDH1KD cell line; HT-1080 IDH1 knockdown viability, ATP luminescence, 48 h; Potency, µM (top dose mostly 46.1 µM), for the others: at the top dose activity, negative = toxicity, most hits filed as cytotoxic; 360,000 tested, 2% active; AID 686971, 2013;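 also: potency is read from the fitted curve at half-maximal effect; 0% = DMSO wells and -100% = cell-free medium wells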
#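 Assay cells: HT-1080 with IDH1 knockdown, 750 per well, RPMI/5% FBS. Exposure: 48 h at 37 °C following 2 h pre-incubation. Read: CellTiter-Glo luminescence; fitted concentration-response, curve class assigned.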
# ATXN2 expr inh: Primary qHTS for Inhibitors of ATXN expression; 360,000 tested, 0.72% active; Potency, µM (series often up to 57 µM), for the others: at the top dose activity change, negative = inhibition, most hits filed as inhibitors; AID 1745845, 2022; HEK-293 ATXN2-luciferase reporter, luminescence, 24 h; also: potency is read from the fitted curve at half-maximal effect; % is scaled to controls: 0 for no effect and ±100 for the full control effect; nearly all actives have a fitted effect of over 55% in size
#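 ATXN2-luciferase reporter cells (luciferase flanked by upstream and downstream ATXN2 gene portions) were treated 24 h at 37 °C with compounds at up to 57 uM. SteadyGlo luminescence gave expression; GF-AFC fluorescence gave viability.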
# IL1B secr inh: qHTS for Inhibitors of Inflammasome Signaling: IL-1-beta AlphaLISA Primary Screen; THP-1 LPS/ATP IL-1B secretion, AlphaLISA, 16 h; active compounds read low; activity change, % at 57.5 µM; 360,000 tested, 4.7% active; AID 743279, 2014; in the data active = activity change below about -50%; inconclusive = mostly about -30% to -49%; also: % is scaled to controls: 0 for no effect and ±100 for the full control effect
#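 THP-1 cells pretreated 1 hr with compounds (up to 57.5 uM final), then stimulated with LPS (250 ng/mL final) plus ATP (1.25 mM final); secreted IL-1B measured by AlphaLISA after 16 hr, decreased signal indicating inhibition.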
# KB-V1 MDR tox: qHTS assay for MDR1-selective chemotherapeutics: Primary screen using the drug-selected MDR subline cells KB-V1; 400,000 tested, 3.4% active; AID 1347076, 2019; KB-V1 MDR cells viability, CellTiter-Glo, 72 h; Potency, µM (series often up to 46.1 µM), for inactives: top-dose activity change, negative = cytotoxicity, most hits filed as cytotoxic; also: potency is read from the fitted curve at half-maximal effect; % is scaled to controls: 0 for no effect and ±100 for the full control effect; nearly all actives have a fitted effect of over 60% in size
#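 KB-V1, DMEM (no phenol red) + 10% FBS; cpd pin-transferred, titration series; 72 h, 37 degrees C; CellTiter-Glo, luminescence. Data normalized, curve-fit.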
# The depositor's hits bear a star; i = inactive; ? = inconclusive; . = no result given; & = joins results of further samples; [ ] = dose if it differs, or a comment. Unless noted, calls follow the shape of the dose curve; as a rule, active = well fitted curve in the direction sought with a large enough effect; inconclusive = small, poorly fitted or top-dose-only effect, or another doubt; inactive = no such curve, though single readings can be large; an effect the other way counts as inactive or inconclusive.
SMILES,KB-3-1 cytotox,ATXN viability,HT1080-NT tox,SW480 rerep,MCF10A rereplic,HT1080 IDH1KD tx,ATXN2 expr inh,IL1B secr inh,KB-V1 MDR tox
COc1ccc(CCNC(=O)C2CC(c3ccccc3C(F)(F)F)=NO2)cc1 (stereo not drawn),20%,i,3%,0%,-7%,4%,2%,-4,0%
COc1cc(OC)cc(-c2nn[nH]n2)c1,?,i,5%,9%,-33%[inhibitor],3%,-17%,20,0%
O=C(Cc1c(Cl)cccc1Cl)OCC(=O)N1CCOCC1,.,i,0%,0%,-12%,0%,4%,10,.
CNC(=O)CSc1nc(-c2ccccc2)c(-c2ccccc2)[nH]1,?,i,?,2%,3%,?,-6%,-1,?
Cc1cc(N2CC(C)OC(C)C2)n2cc(-c3ccccc3)nc2n1 (stereo not drawn),-6%,i,1%,-6%,9%,-6%,4%,-13,-24%
S=C(NCCc1ccccc1)N/N=C/c1ccc(Cl)cc1,0%,i,-3%,?,?,-22%,0%,-2,20%
O=C(Cn1cnc2ccccc2c1=O)N/N=C/c1ccc(Br)cc1,-7%,i,-2%,2%,?,1%,4%,-3,-12%
COCCNC(=O)c1cccc2c(-c3cccc(C(N)=O)c3)coc12,0%,i,5%,.,.,1%,3%,54,1%
O=C(CSc1nnc(Nc2ccccc2)s1)Nc1ccc(S(=O)(=O)N2CCOCC2)cc1,-41%,i,-14%,2%,9%,-13%[9.24 µM],-4%,?,-23%
COC(=O)c1ccccc1N=C(SC)N(C)C,-8%,i,-1%,-4%,5%,4%,-2%,-2,5%
CC(C)NC(=O)CSc1nc2sccc2c(=O)n1-c1ccccc1,5%,i,-1%,-1%,-2%,6%,-14%,18,?
COc1ccc(C(=O)NCCCOc2cccc(NC(C)=O)c2)cc1,-2%,?,-2%,-9%,-3%,6%,12%,19,-3%
Cc1ccc(NC(=O)CN(C)C(=O)c2cccc(-n3cccc3)c2)cc1,-5%,i,0%,3%,2%,4%,0%,-8,?
Cc1onc(-c2ccccc2Cl)c1C(=O)OCC(=O)N1CCCc2ccccc21,-16%,?,-27%,-3%,13%,-7%,-10%,-13,?
O=C1Nc2ccc(Cl)cc2/C1=C/C1CC=CCC1 (stereo not drawn),-3%,?,?,?,?,?,-26%,-90*,?
COc1ccc(CCn2c(SCC(=O)Nc3cc(C)on3)nc3ccsc3c2=O)cc1OC,19%,?,-24%,?,?,?,2%,-5,0%
COc1ccc(CNC(=O)COC(=O)CCOc2ccccc2)cc1,18%,?,16%,-9%,4%,15%,1%,-3,18%
CCOC(=O)C1CCN(C2=NC(=O)/C(=C/c3ccc(Cl)cc3)S2)CC1,-1%,i,-3%,-8%,15%,0%,-4%,-50*,13%
COc1ccccc1-c1cc(C(=O)N2CCCc3ccccc32)no1,-7%,i,0%,-4%,4%,1%,.,-18,?
CCc1nnc2c(Nc3ccc(Br)c(C)c3)nc3ccccc3n12,9%,i,.,.,.,.,3%,.,-6%
O=C(Nc1nnc([C@@H]2C[C@H](O)[C@@H](CO)O2)s1)c1cccc(C(F)(F)F)c1,0%,i,16%,.,.,21%,14%,-16,-4%
CC(=O)c1nnn(-c2nc(N3CCCC3)nc(N(c3ccccc3)c3ccccc3)n2)c1C,3%,i,4%,-13%,3%,7%,-8%,21,?
O=C(CCC(=O)c1cccs1)NCC(=O)Nc1ccc(F)c(F)c1F,7%,i,-4%,5%,22%,3%,1%,30,?
O=C1NN(c2ccccc2)C(=O)/C1=C/c1ccc(Sc2cccc3ccccc23)o1,-2%,i,-1%,2%,?,2%,-23%,-11,13%
Cc1cccc(C)c1-n1nnnc1C1(C)CCC(=O)N1CCc1ccccc1F (stereo not drawn),3%,?,5%,.,.,19%,-12%,38,-13%
CCC1(CC)Cc2ccccc2C(C2=C(O)CC(C)(C)CC2=O)=N1,1%,i,22%,-239%[inhibitor],1%,14%,0%,2,0%
CCc1ccc(C(c2c(C)nn(-c3ccccc3)c2N)c2c(C)nn(-c3ccccc3)c2N)cc1,2%,?,-1%,6%,?,-15%,-7%,-67*,-3%
Cc1cccc(-n2nnnc2SCC(=O)Nc2ccc(N3CCN(C)CC3)cc2)c1,?,i,?,?,?,?,-1%,12,-10%
Cc1nc2c(-c3ccc(F)cc3)cnn2c(N)c1-c1ccccc1,-15%,?,?,?,?,?,?,-73*,13%
CSCCC(NC(=O)COc1ccccc1)C(=O)N(C)CC(=O)Nc1ccc(Cl)cc1 (stereo not drawn),-5%,i,-11%,5%,5%,-8%,-8%,-19,3.7µM*
COC(=O)[C@@H]1Cc2c([nH]c3ccccc23)C(C)N1C(=O)c1ccccc1 (stereo partly drawn),?,?,?,?,5%,-24%,.,0,?
Cn1c(CC(=O)Nc2ccccc2)nnc1SCC(=O)NC1CCCC1,-1%,i,2%,-20%,-5%,-1%,0%,-14,0%
NC(=O)c1nccc2ccccc12,9%,i,7%,-7%,5%,21%,-6%,0,0%
Cc1ccc(-c2nnc(SCC(=O)N/N=C/c3ccccc3C(=O)O)n2-c2ccc(Cl)cc2)cc1,10%,i,-1%,2%,7%,-4%,-11%,0,7%
CC(C)(C)NC(=O)CN1CCC(NC(=O)C23CC4CC(CC(C4)C2)C3)CC1,-10%,i,-3%,2%,7%,-13%,2%,14,-1%
Cc1ccc(Cc2c(-c3ccc(Br)cc3)nc3ccc(Br)cn23)cc1,?,i,-22%,.,.,-28%,23%,45,?
COc1ccc(Cl)cc1S(=O)(=O)NCc1ccncc1,-1%,i,-2%,1%,-1%,-1%,4%,-10,0%
CCCC(=O)c1cc2c(cc1NC(=O)c1ccccc1F)OCCO2,0%&-1%,i,29%,28%,0%,23%,8%&2%,15,-20%&23%
Cc1cc(-c2ccccc2)nc(N(C)C)c1S(C)(=O)=O,-5%,i,13%,-10%,-5%,6%,-12%,-6,0%
Cc1nnc(C)n1/N=C/c1ccc(O)cc1,0%,i,5%,-2%,3%,6%,5%,19,0%
C=CCNC(=O)/C(C#N)=C/c1ccc(SC)cc1,?,i,1%,0%,2%,-2%,-9%,-57*,-3%
COc1ccc(C)cc1NC(=O)CSc1nnnn1C1CCCC1,-2%,i,-1%,0%,3%,-5%,3%,24,-14%
COC(=O)/C=C/CC(C)OS(N)(=O)=O (stereo not drawn),0%,i,16%,1%,8%,10%,5%,27,0%
CS(=O)(=O)c1ccc2nc(NC(=O)Nc3ccc(Cl)c(Cl)c3)sc2c1,0%,?,?,-3%,-2%,-4%,-19%,0,-11%
CCOc1cc(S(=O)(=O)NCCc2ccccc2C)c(OCC)cc1-n1cnnn1,5%,i,-3%,2%,1%,-2%,5%,-1,?

# Quoted at random: 5 records from the list, in no set order.
SMILES,KB-3-1 cytotox,ATXN viability,HT1080-NT tox,SW480 rerep,MCF10A rereplic,HT1080 IDH1KD tx,ATXN2 expr inh,IL1B secr inh,KB-V1 MDR tox
COc1ccc(C)cc1NC(=O)CSc1nnnn1C1CCCC1,-2%,i,-1%,0%,3%,-5%,3%,24,-14%
C=CCNC(=O)/C(C#N)=C/c1ccc(SC)cc1,?,i,1%,0%,2%,-2%,-9%,-57*,-3%
CS(=O)(=O)c1ccc2nc(NC(=O)Nc3ccc(Cl)c(Cl)c3)sc2c1,0%,?,?,-3%,-2%,-4%,-19%,0,-11%
CC(C)(C)NC(=O)CN1CCC(NC(=O)C23CC4CC(CC(C4)C2)C3)CC1,-10%,i,-3%,2%,7%,-13%,2%,14,-1%
COc1ccc(Cl)cc1S(=O)(=O)NCc1ccncc1,-1%,i,-2%,1%,-1%,-1%,4%,-10,0%

# Sorted by molecular weight (rising): part of the list above
SMILES,KB-3-1 cytotox,ATXN viability,HT1080-NT tox,SW480 rerep,MCF10A rereplic,HT1080 IDH1KD tx,ATXN2 expr inh,IL1B secr inh,KB-V1 MDR tox
COc1ccc(Cl)cc1S(=O)(=O)NCc1ccncc1,-1%,i,-2%,1%,-1%,-1%,4%,-10,0%
COC(=O)[C@@H]1Cc2c([nH]c3ccccc23)C(C)N1C(=O)c1ccccc1 (stereo partly drawn),?,?,?,?,5%,-24%,.,0,?
CC(C)(C)NC(=O)CN1CCC(NC(=O)C23CC4CC(CC(C4)C2)C3)CC1,-10%,i,-3%,2%,7%,-13%,2%,14,-1%
CS(=O)(=O)c1ccc2nc(NC(=O)Nc3ccc(Cl)c(Cl)c3)sc2c1,0%,?,?,-3%,-2%,-4%,-19%,0,-11%

# Other records.
SMILES,KB-3-1 cytotox,ATXN viability,HT1080-NT tox,SW480 rerep,MCF10A rereplic,HT1080 IDH1KD tx,ATXN2 expr inh,IL1B secr inh,KB-V1 MDR tox
Cn1c(=O)c2cc(S(=O)(=O)Nc3cc(C(=O)O)cc(C(=O)O)c3)ccc2n(C)c1=O,0%,i,7%,-133%[inhibitor],-6%,5%,.,0,8%
O=C(CNC(=O)c1ccccc1)NCC(=O)OCC(=O)c1ccccc1,-5%,i,1%,-27%,-8%,6%,-30%,0,4%
COc1ccccc1Cn1cc(C(=O)c2ccc(C)cc2)c(=O)c2cc3c(cc21)OCCO3,-4%,i,.,.,.,.,12%,.,2%
O=C(COC(=O)c1ccccn1)Nc1cccc2ccccc12,6%,i,9%,-3%,-1%,11%,11%,10,11%
O=C(Cn1c(=O)oc2ccccc21)N1CCOCC1,-4%,i,0%,19%,8%,-3%,.,-5,-11%
CCCCOP(=O)(c1ccc(N(C)C)cc1)C(O)c1ccc(OC)c(OC)c1 (stereo not drawn),?,i,10%,-10%,7%,2%,22%,10,17%
